Shn3 inh set2 – inhibitors of Schnurri-3 3'UTR reporter in osteoblasts. Clone20 osteoblast Shn3 3'UTR firefly luciferase, 24 h. inhibition, % at 12.5 µM. actives 0.52% (n = 360,000). AID 588674;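 active = mean inhibition of at least 75% with every replicate also reaching 75%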;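 note: 0% = median of neutral control wells and 100% = pilot-screen positive control compound; some compounds past the cut are filed as inactive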
NR2E3 ag-1 – activates human photoreceptor nuclear receptor NR2E3 | Q9Y5X4 | GST-NR2E3/biotin-RetCOR TR-FRET, 1536-well | inhibition of corepressor binding, % at 4.78 µM | actives 0.12% (n = 320,000) | AID 2300;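 active = percent inhibition above the cutoff of mean plus 3 SD of all tested compounds, set per screening campaign, cut at about 20% in these data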;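 note: 0% = DMSO wells and 100% = biotin wells as full block of FRET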
Target sequence (Q9Y5X4 whole entry, looked up): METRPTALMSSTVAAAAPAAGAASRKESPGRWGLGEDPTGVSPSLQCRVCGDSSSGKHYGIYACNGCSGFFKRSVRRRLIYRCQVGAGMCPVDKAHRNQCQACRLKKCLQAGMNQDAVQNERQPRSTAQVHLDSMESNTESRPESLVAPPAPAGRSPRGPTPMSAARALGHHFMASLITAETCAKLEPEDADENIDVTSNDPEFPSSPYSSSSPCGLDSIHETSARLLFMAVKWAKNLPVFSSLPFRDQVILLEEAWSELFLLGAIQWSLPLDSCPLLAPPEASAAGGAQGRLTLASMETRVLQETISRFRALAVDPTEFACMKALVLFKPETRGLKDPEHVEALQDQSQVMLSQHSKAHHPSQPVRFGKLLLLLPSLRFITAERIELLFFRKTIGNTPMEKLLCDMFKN
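Material – GST-tagged NR2E3 plus biotinylated RetCOR corepressor · Quantity – NR2E3 fusion 1.35 nM · Times – 5 h incubation at 4 °C · Medium – pH 7.5 Tris-based buffer · Technique – TR-FRET, Eu(K)-anti-GST donor, streptavidin-D2 acceptor, ex 340, em 617/671 nm · Benchmarks – high control biotin, low control 0.6% DMSO · Format – 1536-well plates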
HIF-2a inh – blocks HIF-2a reporter activity; 786-0 RCC cells HIF-2a reporter, luciferase luminescence, overnight; actives 0.72% (n = 360,000); inhibition, % at 18.8 µM;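 active = inhibition of the luminescence signal of 40% or more relative to plate controls, in a single-dose primary screen at 18.75 µM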
MITF TRPM1 inh – MITF TRPM1 promoter inhibition in SK-MEL-5 cells | inhibition, % at 12.5 µM | SK-MEL-5 TRPM1 promoter luciferase, 24 h | actives 0.83% (n = 330,000);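 active = mean inhibition across replicates of 60% or more, whatever share of single replicates reaches that level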; note: values of inactives mirror those of a sister screen read the other way
NR2E3 ag-2 – activates human NR2E3 receptor. Q9Y5X4. CHO-S Gal4-NCOR/VP16-NR2E3 two-hybrid, luciferase. inhibition of corepressor binding, % at 3.98 µM. actives 0.35% (n = 360,000). AID 602229;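 active = inhibition above the mean of all tested compounds plus 3 SD, cut at about 70% in these data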;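 note: 0% = DMSO with NR2E3 transfected cells and 100% = cells lacking NR2E3 construct; higher means lower luciferase signal from less NR2E3 corepressor binding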
TWEAK Fn14 block – TWEAK-Fn14 signaling inhibition. TWEAK-stimulated Fn14 reporter cells, luciferase luminescence, 8 h. inhibition, % at 10 µM. actives 2% (n = 360,000); in the data active = inhibition above about 50%
KKLEB cytotox – counter-screen for CF NF-kB inhibitors: cytotoxicity. KKLEB CF airway cells viability, ATPlite luminescence, overnight; active compounds read low; cells stimulated with P. aeruginosa culture filtrate. activity change (cytotoxicity), % at 5 µM. actives 0.36% (n = 360,000). AID 602141;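 active = corrected activity change at or below -50% at 5 µM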
Peg3 promoter – reduces Peg3 promoter-driven luciferase expression in HeLa. inhibition, % at 20 µM. AID 588405. actives 1.7% (n = 360,000). HeLa PEG-Prom luciferase reporter, luminescence, overnight;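 active = inhibition of at least 50% at 20 µM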
C8 TRAIL sens – caspase-8 TRAIL sensitization; actives 1% (n = 360,000); inhibition (viability loss, TRAIL sensitization), % at 10 µM; AID 624354; NB7+C8 cells + TRAIL, ATPlite viability luminescence;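 active = compounds causing at least 50% loss of cell viability in the single-dose screen, relative to plate controls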
TROY signal inh – inhibitors of TROY-dependent NF-kB signaling; Q293 LMP1-TROYcd NF-kB luciferase reporter, 4 h; inhibition, % at 10 µM; actives 0.98% (n = 360,000); AID 1347056;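 active = compounds whose plate-normalised and pattern-corrected inhibition of the luciferase reporter signal at the single screening dose is 50% or more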
CF NFkB block – cystic fibrosis NF-kB activation inhibition | KKLEB NF-kB-GFP reporter, PAF-induced, GFP fluorescence overnight | inhibition, % at 5 µM | actives 0.86% (n = 360,000);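 active = at least 50% inhibition at 5 µM, scaled per plate between neutral and stimulator controls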;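 note: PAF is a Pseudomonas aeruginosa culture filtrate used as stimulus; plate controls were PAF-stimulated DMSO wells for no effect and unstimulated DMSO wells for full effect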
The depositor's hits bear a star; x = no result given; & = joins results of further samples. Some of the compounds tested, so the mix of outcomes need not match the whole.

SMILES	Shn3 inh set2	NR2E3 ag-1	HIF-2a inh	MITF TRPM1 inh	NR2E3 ag-2	TWEAK Fn14 block	KKLEB cytotox	Peg3 promoter	C8 TRAIL sens	TROY signal inh	CF NFkB block
COC(=O)[C@@H](NC(=O)NCc1ccccc1F)C(C)C	-10	4	2	2	-11	-5	-2	2	2	-2	12
Cc1ccc(NC2CCCN(C(=O)c3ccnc(Cl)c3)C2)cc1C (stereo not drawn)	-4	-2	3	7	0	1	3	20	1	3	19
CC1CCC(NC(=O)CN(C)S(=O)(=O)c2cccc3cccnc23)CC1 (stereo not drawn)	6	-1	1	-26	4	-14	-2	-2	-25	12	25
OC(COCc1ccccc1)CN1CCCC1 (stereo not drawn)	-6	-1	-15	-8	-23	8	-2	-1	1	-8	-5
C[C@H](CO)N1C[C@H](C)[C@H](CN(C)Cc2cccc(O)c2)OCc2ccccc2-c2c(n(C)c3ccccc23)C1=O	6	x	-9	x	-37	8	0	24	1	9	29
Oc1ccc2ccccc2c1C=NCc1cn2ccsc2n1	-6	2	-12	15	-32	-4	9	12	-17	3	-6
CCC(C)N(C(=O)Cn1nc(C)c([N+](=O)[O-])c1C)C1CCS(=O)(=O)C1 (stereo not drawn)	-4	-1	10	0	-11	-3	3	-5	12	-5	-24
O=C(Nc1ccc(Br)cc1Br)C1CC(=O)N(Cc2ccccc2)C1 (stereo not drawn)	-66	-1	11	-2	-11	-2	3	19	-20	-2	-5
O=C(c1ccc(F)cc1)N1CCN(c2ccccn2)CC1	-2	2	8	6	-13	-11	7	12	3	8	4
Cc1cn2c(nc1=O)OC1CC2OC1CO (stereo not drawn)	7	3	15	-2	-1	16	1	8	5	9	2
CC1(C)CC(=O)c2cnc(N3CCc4ccccc4C3)nc2C1	16	3	-359	-68	-82	29	1	-316	15	-2	7
O=C(c1ccc(N2CCC3(CC2)OCCO3)c([N+](=O)[O-])c1)N1CCOCC1	-19	5	-18	-15	-8	-6	8	-28	-2	-21	-12
O=C(COc1ccccc1)Nc1nonc1NC(=O)COc1ccccc1	3	2	-17	-16	-28	-20	-2	-20	6	-40	6
Cc1cc(C)c(S(=O)(=O)NCCc2cc3ccc(C)c(C)c3[nH]c2=O)c(C)c1	18	-1	-1	-1	9	44	3	21	3	-13	12
COc1ccc(-n2nnnc2SCC(=O)Nc2nnc(C)s2)cc1OC	10	-3	12	-8	0	6	5	-9	4	4	-8
COC(=O)C1=C[C@@H](C(=O)OC)[C@@H]2C3=C(C(=O)[C@]2(CC(C)C)NC(=O)c2ccccc2)[C@H](C)n2c(=O)n(-c4ccccc4)c(=O)n2[C@@H]3C1	-9	3	-4	-12	-13	6	5	10	-12	-2	3
C=CCNC(=O)N1CCC(c2nc3ccccc3s2)CC1	28	-5	-5	-4	24	-5	3	-18	4	10	-5
CCOc1ccccc1Oc1c(C)oc2cc(OC(=O)N3CCOCC3)ccc2c1=O	-10	4	10	x	-6	-15	-10	13	0	5	17
CC[C@H](CO)NCCN[C@H](CC)CO	-15&5	5	5	-27	-33	-44	2	1	-3	2	10
CCC1CCCCN1CCCNC(=O)c1ccc2c(c1)NC(=O)CN2C (stereo not drawn)	7	-1	9	-3	-4	3	-1	12	-8	-2	8
COc1ccc(CNC(=O)CCC(=O)N2CC(C)Oc3ccccc32)cc1 (stereo not drawn)	-4	4	4	x	x	-2	0	14	-2	-2	12
CC1(C(=O)Nc2cnc3ccccc3c2)CCN1CCc1ccccc1 (stereo not drawn)	16	x	0	x	-2	15	0	51*	5	29	17
CN1C(=O)[C@H]2[C@@H](C3CC3)N3C(=O)CN(Cc4ccccn4)C(=O)[C@@]3(Cc3ccccc3)[C@H]2C1=O	-3	1	10	7	-1	8	14	-3	-18	1	2
CSCCC(NC(=O)c1ccc(Cl)cc1)C(=O)OCC(=O)Nc1ccc(C#N)cc1 (stereo not drawn)	-18	1	21	3	4	-7	6	13	10	2	1
O=C(COC(=O)C1CC1)NCc1ccc(Cl)cc1Cl	-13	x	2	-29	-3	-7	-4	5	0	-32	6
Cc1ccccc1NC(=O)CC1SCCNC1=O (stereo not drawn)	2	-2	7	0	5	1	-3	4	-5	6	-8
O=c1c2ccccc2nnn1Cc1ccccc1	x	0	-25	-1	-7	-3	15	-11	7	10	-6
CCCNC(=O)C(Cc1ccc(F)cc1)NC(=O)c1ccccc1 (stereo not drawn)	4	2	12	1	-24	-17	1	-1	2	-6	-10
COc1ccc(S(=O)(=O)N(CCCN2CCOCC2)Cc2ccc(OC)c(OC)c2)cc1	6	-1	14	-16	-10	4	-2	10	7	-20	12
COC(=O)C(NNc1ccccc1)(NC(=O)c1ccc(F)cc1)C(F)(F)F (stereo not drawn)	13	0	2	0	1	-12	7	10	3	-3	-2
Nc1ccc2c(c1)C(=O)N(c1cccc3ccccc13)C2=O	-11	4	14	2	-22	7	-6	15	-20	34	-3
CC(=O)c1sc(NC(=O)c2cc(=O)c3ccccc3o2)nc1C	-52	4	-112	-14	-42	30	1	-103	54*	-7	4
O=C(Cn1cncn1)N/N=C/c1cccnc1	1	-3	22	5	16	9	4	11	-2	-12	-4
CCCc1c(-c2ccc(F)cc2)ncn1Cc1ccccc1OC	x	x	3	x	-21	-10	x	x	16	20	x
COc1ccc(CN2C(=O)C(CC(=O)NCCCCc3ccccc3)CC(C(=O)N(C)C)=C2C)cc1 (stereo not drawn)	-2	x	9	x	-2	-3	0	6	-1	5	-13
CC(C)(C)c1ccc(/C=N/NC(=S)NC2CCCCC2)cc1	29	-4	3	-2	40	13	0	6	21	10	13
Cc1cccc(C(C)(C)C)c1OCCCCN1CCCC1	-5	3	16	-2	-20	-2	-18	12	0	-21	-2
O=C(C1=C(O)C(=O)N(Cc2ccco2)C1c1ccccc1)c1cccs1 (stereo not drawn)	0	20*	1	7	-7	-11	-2	10	-21	-5	-7
COc1cc(OC)c(N(C)S(=O)(=O)c2cccc(C(=O)Nc3nnc(C4CC4)s3)c2)cc1Cl	-4	2	12	-10	-5	-16	-10	3	-3	-5	7
N#CCNC1CC(=O)N(c2ccccc2)C1=O (stereo not drawn)	-9	-6	18	0	-15	20	0	14	6	-1	-13
CCc1nnc(NC(=O)CS(=O)(=O)Cc2ccccc2)s1	8	3	14	1	5	4	0	-16	9	-8	-1
CC(C)(C)n1nnnc1C(c1ccnc2ccccc12)N1CCN(C/C=C/c2ccccc2)CC1 (stereo not drawn)	0	x	6	x	-10	4	0	24	3	-25	4
CC(/C=N/NC(=O)c1nnn(-c2nonc2N)c1C(C)C)=C\c1ccccc1	8	1	-197	-62	-60	0	-17	-201	45	-8	-4
COc1cc(/C=N/NC(=O)CSc2nc3ccccc3n2C)cc(OC)c1OC	-2	-3	9	-10	11	8	-3	21	10	19	-9
Cn1c(=O)n(CC(=O)OCc2ccccc2)c(=O)c2c1nc1n2CCCN1C1CCCCC1	7	0	27	9	-28	44	-5	28	24	8	8
Cc1ccc(C)c(NC(=O)CS(=O)(=O)c2cn(C)c3ccccc23)c1	-4	0	1	8	-12	10	4	21	-15	1	-2
COc1ccc(C(CCN(Cc2ccc(OC)c(OC)c2)C(=O)CCl)c2ccccc2)cc1 (stereo not drawn)	21	5	36	54	15	21	-77*	105*	97*	20	83*
CC(/C=C/c1cccs1)=C\C(=O)O	4	-1	15	3	7	-1	-4	-3	-2	13	-1
NC(=O)c1ccc(NCCc2cccs2)cc1	-13	x	-92	x	-44	-19	-6	-82	2	-9	-19
N/C(=N\S(=O)(=O)c1cccs1)c1ccccc1Cl	2	0	12	9	-1	-11	14	17	3	-10	-25

The list goes on:
SMILES	Shn3 inh set2	NR2E3 ag-1	HIF-2a inh	MITF TRPM1 inh	NR2E3 ag-2	TWEAK Fn14 block	KKLEB cytotox	Peg3 promoter	C8 TRAIL sens	TROY signal inh	CF NFkB block
CCCCn1c(CN2CCN(c3cccc(Cl)c3)CC2)nc2c1c(=O)[nH]c(=O)n2C	38	4	13	27	-58	17	-20	37	12	0	27
O=C(NCCCN1CCOCC1)c1ccc2c(=O)n(Cc3ccccc3)c(=S)[nH]c2c1	-17	5	6	8	-30	-5	9	16	3	-10	6
Cc1ccc(NS(=O)(=O)c2ccc(Cl)c(C(=O)Nc3cccc(C(=O)O)c3)c2)cc1	-10	1	24	3	6	20	-1	9	10	-1	0
CC1(C)Cc2ccccc2-c2nnc(-c3cccc(O)c3)n21	1	1	0	6	4	6	10	3	-3	7	4
CC[N+](C)(CC)CCC(c1ccccc1)C1CCCCC1 (stereo not drawn)	7	-4	20	-2	-29	14	3	14	4	21	-9
C=CCC1(CC=C)CCCN1C(=O)CC1C(=O)NCCN1Cc1cccc(OC)c1 (stereo not drawn)	15	4	11	4	13	4	8	-2	-1	-6	-2
Cc1cn(S(=O)(=O)c2ccc(Br)cc2)cn1	-2	-2	17	5	-1	-2	-2	2	-17	0	-5
O=S(=O)(NC1CCCCC1N1CCCCC1)c1ccc(Cl)cc1 (stereo not drawn)	6	1	21	16	-18	10	1	-12	-16	-5	-12
COCCCN1C(=O)C(CC(=O)NCCN2CCOCC2)CC(C(=O)N2CCCCCC2)=C1C (stereo not drawn)	x	x	7	x	-27	5	x	x	7	-7	x
Cc1cccc(NC(=O)CNC(=O)COc2cc(F)ccc2[N+](=O)[O-])c1C	5	7	23	3	-17	-5	4	12	-6	2	8
COc1ccc(CN2CC[C@H]3C=CCc4cccc(c43)C2)cc1	11	1	20	-1	-41	12	5	8	15	7	-20
O=C(N/N=C\c1ccc(CNS(=O)(=O)c2ccc(Cl)cc2)o1)C(=O)Nc1ccc(Oc2ccccc2)cc1	76	3	2	42	-5	-58	-42	-17	54*	-5	39
O=C(CNC(=O)c1ccc(F)cc1)N/N=C/c1ccc(O)c([N+](=O)[O-])c1	1	-1	17	-1	-5	36	-2	9	17	-5	2
CN(CC(=O)NCCC1=CCCCC1)S(=O)(=O)c1ccc2c(c1)CCC(=O)N2	-21	0	5	7	-4	-10	0	-5	-1	-11	9
Cc1ccc(-c2nc3ccccc3nc2-c2ccccc2)cc1	13	-2	2	-9	-13	96*	4	2	-2	-1	-6

Results in NR2E3 ag-2 (four entries from above):
Molecule,NR2E3 ag-2
COc1ccc(CN2CC[C@H]3C=CCc4cccc(c43)C2)cc1,-41
O=C(N/N=C\c1ccc(CNS(=O)(=O)c2ccc(Cl)cc2)o1)C(=O)Nc1ccc(Oc2ccccc2)cc1,-5
O=C(CNC(=O)c1ccc(F)cc1)N/N=C/c1ccc(O)c([N+](=O)[O-])c1,-5
CN(CC(=O)NCCC1=CCCCC1)S(=O)(=O)c1ccc2c(c1)CCC(=O)N2,-4

High-throughput results as filed in PubChem BioAssay.
